Screening data (PubChem BioAssay)
IkB sig inh: inhibitors of IkB signaling in ABC-DLBCL cells. ABC-DLBCL IkBa-CBG/CBR dual luciferase ratio, 4 h; response scale: scaled: untreated 0%, proteasome inhibitor 100%. AID 445. Potency, µM (top dose mostly 57.1 µM), without a hit: at the top dose IkBa stabilization activation. actives 0.04% (n = 110,000); active = well fitted curve in the direction sought with a large enough effect in the signal ratio, not every such curve was filed as active; inconclusive = small, poorly fitted or top-dose-only effect, or a change in a side signal; the % refers to the signal ratio;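 note: the direction sought is a rising ratio; 0% = basal untreated cells and 100% = reference inhibitor full response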
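In this assay, an IκBα–CBG68 fusion accumulates when IKK-driven degradation is blocked; native CBR normalizes for cell number. OCI-Ly3 cells were treated 4 h with compound and doxycycline, then green and red light read after Chroma-Glo addition.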
p53ts 32C tox: p53ts cell cytotoxicity, permissive temperature; actives 0.93% (n = 130,000); Potency, µM (top dose mostly 46.1 µM), without a hit: top-dose activity change, negative = cytotoxicity, usual class: cytotoxic; H1299-p53A138V at 32C, ATP luminescence viability, 24 h;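 note: 0% = DMSO and -100% = full killing by reference compound; nearly all actives have a fitted effect of over 55% in size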
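H1299-p53 A138V cells (temperature-sensitive p53) exposed 24 h to up to 46 uM compound at 32C, where p53 is wild-type in conformation. Viability read as ATP luminescence and normalised to DMSO and 100 uM tamoxifen. AC50 fitted with the Hill equation.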
Peg3 imprint: inducers of genomic imprint erasure in mouse ES cells | mouse ES Peg3-LacZ reporter, beta-gal luminescence, 40 h | Potency, µM (top dose mostly 60.7 µM), for inactives: top-dose activity change, positive = activation, hits mostly activators | actives 0.02% (n = 110,000);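 note: 0% = negative control wells on the plate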
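Imprint erasure is scored as LacZ activity from the silenced maternal Peg3 allele in feeder-free female ES cells cultured 40 h with LIF. Luminescence is normalized to in-plate negative controls and fitted to the Hill equation.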
p53ts 39C tox: p53ts cell cytotoxicity, nonpermissive temperature. H1299-p53A138V viability at 39C, ATP luminescence, 24 h. Potency, µM (highest dose often 46.1 µM), for the others: at the highest dose activity change, negative = cell killing, actives largely listed as cytotoxic. actives 1.5% (n = 130,000); note: nearly all actives have a fitted effect of over 55% in size
The depositor's hits bear a star; u = inconclusive; x = not tested or not shown; [ ] = another dose, or the depositor's remark. Unless noted, calls come from the whole dose curve; as a rule, active = well fitted curve in the direction sought with a large enough effect; inconclusive = small, poorly fitted or top-dose-only effect, or another doubt; inactive = no such curve, though single readings can be large; an effect the other way counts as inactive or inconclusive. Unless noted, % is set by controls: 0 for no effect and ±100 for the full control effect; potency is the fitted concentration of half-maximal effect.

Below each compound – IkB sig inh | p53ts 32C tox | Peg3 imprint | p53ts 39C tox
CCn1c(C(=O)NCc2ccccc2C)cc2oc3ccccc3c21
→ u | u | -10%[10.9 µM] | u
CC(C)CC(c1nnnn1CC1CCCO1)N1CCN(c2cccc(Cl)c2)CC1 (stereo unspecified)
→ 1.8% | 6% | -12% | -7%
Cc1ccc(CNC(=O)C(=O)NCC(c2cccs2)S(=O)(=O)c2ccc(C)cc2)cc1 (stereo unspecified)
→ -1.0% | 3% | -23%[10.9 µM] | -1%
O=C(OCc1ccc2c(c1)OCO2)c1ccc(S(=O)(=O)N2CCCCC2)cc1
→ -1.3% | -5% | -9% | 4%
O=C(NC1=NC2CCCCC2N1)c1ccccc1 (stereo unspecified)
→ u | u | -27% | u
COCCn1c(C)nc2oc3ccc(Br)cc3c(=O)c2c1=O
→ 4.1% | -21% | -14% | 2%
COCCn1c(C)cc(C(=O)COC(=O)c2ccc(N3CCCC3=O)cc2)c1C
→ -0.2% | -3% | -4% | -1%
COc1ccccc1-c1cc(C(=O)Nc2cc(C)nn2-c2ccccc2)no1
→ u | -6% | -19% | -18%
O=C(Nc1ccc2c(c1)CCCN2C(=O)c1cccs1)c1ccc(F)c(F)c1
→ 3.6% | -14% | -12%[10.9 µM] | -6%
Cc1cc(=O)oc2cc3c(cc12)OCCO3
→ -2.2% | 8% | -17% | 0%
CCOCCCNC(=O)CCC(=O)NNc1nc2ccccc2c2nc(C)nn12
→ 2.0% | 6% | -8%[10.9 µM] | -10%
CC1Cc2ccccc2N1C(=O)Cn1cnc2ccccc2c1=O (stereo unspecified)
→ 2.5% | 10% | 12% | 2%
O=c1c2cc3c(cc2nc2sc(Nc4cccc([N+](=O)[O-])c4)nn12)OCO3
→ -0.9% | 3% | -4%[10.9 µM] | -8%
COc1ccc(C(=O)Nc2ccc3nc4n(c(=O)c3c2)CCCCC4)cc1OC
→ -0.5% | 9% | -9%[10.9 µM] | -26%
Cc1ccc(C(=O)Nc2cccc(C(=O)NCc3ccccc3)c2)o1
→ 5.4% | -15% | -22% | -2%

Four successive records from above:
Below each compound – IkB sig inh | p53ts 32C tox | Peg3 imprint | p53ts 39C tox
O=C(Nc1ccc2c(c1)CCCN2C(=O)c1cccs1)c1ccc(F)c(F)c1
→ 3.6% | -14% | -12%[10.9 µM] | -6%
Cc1cc(=O)oc2cc3c(cc12)OCCO3
→ -2.2% | 8% | -17% | 0%
CCOCCCNC(=O)CCC(=O)NNc1nc2ccccc2c2nc(C)nn12
→ 2.0% | 6% | -8%[10.9 µM] | -10%
CC1Cc2ccccc2N1C(=O)Cn1cnc2ccccc2c1=O (stereo unspecified)
→ 2.5% | 10% | 12% | 2%

The list continues.
Below each compound – IkB sig inh | p53ts 32C tox | Peg3 imprint | p53ts 39C tox
Cc1ccc(NC(=O)Cc2ccc(-n3c(C)nc4cccnc43)cc2)cc1C
→ u | -1% | -15%[10.9 µM] | -11%
Cc1ccc(NC(c2cccc(Cl)c2)c2nnc(-c3ccccc3)o2)cc1F (stereo unspecified)
→ 1.0% | 14% | -10%[10.9 µM] | -24%
Cc1cc(C)c(NC(=O)C2CCN(c3nc4ccccc4[nH]3)CC2)c(C)c1
→ 0.6% | -1% | -2%[10.9 µM] | 15%
CC(C)CCN1CCc2nc(COc3ccccc3)c3c(c2C1)COC(C)C3 (stereo unspecified)
→ x | 6%[9.22 µM] | x | -4%[9.22 µM]
COc1ccc(-n2nnnc2SCC(=O)NCCc2ccccc2)cc1
→ -2.7% | 0% | 7%[10.9 µM] | 25%
COc1ccc(C(=O)NCC(c2ccc(F)cc2)N2CCOCC2)cc1S(=O)(=O)N1CCCC1 (stereo unspecified)
→ 2.6% | 2% | -15% | 23%
COc1ccccc1CNC(=O)CCCCn1c(=O)c2ccccc2n(CC(=O)Nc2c(C)cc(C)cc2C)c1=O
→ -1.0% | 0% | 16%[10.9 µM] | 20%
O=C(CC12CC3CC(CC(C3)C1)C2)NCC(=O)N1CCCC1
→ -0.3% | 26% | -14% | 20%
CCOC(=O)c1sc2nc(N3CCOCC3)c3c(c2c1N)CC(C)(C)N(C)C3
→ -4.0% | 24% | 5% | -1%
CCOC(=O)c1c(C)c(C(=O)N2CCN(c3cccc(Cl)c3)CC2)c(C)n1C
→ 0.8% | 6% | -15% | -3%
CCCN(CCC)C(=O)CSc1nnc2cc(C)c3cc(C)cc(C)c3n12
→ u | -1% | -15%[10.9 µM] | -16%
CCN(CC)CCOC(=O)c1cccc(Br)c1
→ 1.0% | -4% | x | -6%
Nc1ncc(S(=O)(=O)N2CCN(c3ccccc3)CC2)cn1
→ -1.8% | 6% | 5%[10.9 µM] | -17%
COc1ccc(Cn2cc(C(=O)c3ccc(C)cc3)c(=O)c3cc(OC)c(OC)cc32)cc1
→ u | 2% | -10%[10.9 µM] | -10%
CC(C)CCN1CCc2nc(-c3ccccc3)c3c(c2C1)COC(C)C3 (stereo unspecified)
→ x | 7%[9.22 µM] | x | 7%[9.22 µM]
O=c1c2ccccc2n2c(-c3ccccc3O)nnc2n1Cc1ccc(F)cc1
→ -1.2% | 2% | -8%[10.9 µM] | 0%
C=CCn1c(Cc2cccs2)nnc1SCC(=O)Nc1cc(OC)cc(OC)c1
→ 0.0% | -2% | -16% | -4%
COc1ccc(NC(=O)CN(C)S(=O)(=O)c2ccc3nc(C)sc3c2)cc1Cl
→ -1.6% | 2% | 9%[10.9 µM] | -5%
c1ccc(COc2ccc(OCCOCCn3cncn3)cc2)cc1
→ u | u | -44%[inhibitor] | u
COc1ccccc1CNC(=O)[C@@H]1CCCN1C(=O)C1CCN(S(=O)(=O)c2ccc(C)cc2)CC1
→ 2.4% | -2% | -12% | -4%
Cc1ccc(Cn2nnc3c(=O)[nH]c(C4CCN(S(=O)(=O)c5cc(C)ccc5C)CC4)nc32)cc1
→ u | 51%[activator] | -19% | 39%[activator]
CC(C)(C)NC(=O)C(c1ccco1)N(C(=O)Cn1nnc(-c2ccc(F)cc2)n1)c1ccccc1 (stereo unspecified)
→ 3.6% | -1% | -4% | 7%
O=C(NCCc1ccccc1)c1cc(-c2cccc(Cl)c2)on1
→ -0.2% | 13% | -9%[10.9 µM] | 20%
Cc1cc(C)c2oc(-c3ccc(NC(=O)COc4ccccc4C)cc3)nc2c1
→ -0.8% | u | 8%[10.9 µM] | u
Cc1ccc(NC(=O)CN2C(=O)C(c3ccc(F)cc3)=NC23CCCCCC3)c(C)c1
→ u | 10% | -7%[10.9 µM] | -17%
Cc1cccc(OCC(=O)OCc2cc(=O)n3nc(C4CCCCC4)sc3n2)c1
→ 5.0% | -3% | -18%[10.9 µM] | -10%
O=C(Nc1ccc(Oc2ccccc2)cc1)c1ccc(F)c(S(=O)(=O)N2CCN(c3cccc(Cl)c3)CC2)c1
→ -1.2% | -7% | -21%[10.9 µM] | 6%
CCC1CN(C(=O)N2CCC(C(=O)NCCc3ccc(C)cc3)CC2)c2ccccc2O1 (stereo unspecified)
→ -2.0% | 0% | -16%[10.9 µM] | 14%
Cc1ccc(Cl)cc1N1CCN(C(=O)C2CCN(S(=O)(=O)c3cnc[nH]3)CC2)CC1
→ 3.2% | 7% | -37%[inhibitor] | 1%
Cc1cccc(CNC(=O)C2CCC(CNS(=O)(=O)c3ccc4c(c3)CCCC(=O)N4)CC2)c1 (stereo unspecified)
→ -2.1% | 10% | -13%[10.9 µM] | -12%
Nc1nonc1-c1nc2ccccc2n1Cc1ccccc1
→ 6.2% | -8% | -26% | 0%
Clc1cccc(CSc2nnc(C3CCNCC3)o2)c1
→ 0.5% | -10% | -22%[10.9 µM] | -23%
COc1ccc2c(c1)Cc1cc(N=[N+]([O-])c3ccc4c(c3)Cc3cc(OC)ccc3-4)ccc1-2
→ 0.1%[11.4 µM] | 15%[9.22 µM] | -15%[10.9 µM] | 0%[9.22 µM]
O=C1C(Cl)=C(NCC2CCCO2)C(=O)N1Cc1ccccc1 (stereo unspecified)
→ -0.6% | 4% | -13% | -5%
COc1ccccc1C(=O)NCc1ccccc1
→ x | 0% | x | 6%
OC/C=C/c1ccc(O)c(O)c1
→ x | -8% | -12% | 1%
Cc1ccc(C)c(Cn2c3ccccc3c3cnn(CC(=O)NC(C)CCc4ccccc4)c(=O)c32)c1 (stereo unspecified)
→ 2.0% | -27% | 11%[10.9 µM] | 5µM*
Cc1ccc(-c2noc(-c3nnn(CC(=O)Nc4cc(C)cc(C)c4)c3N)n2)cc1
→ 0.2% | 5% | 12%[10.9 µM] | 0%
CCOc1ccccc1CNC(=O)Cn1cc2c(n1)-c1c(oc(C(=O)N3CCCC3)c1C)CC2
→ -1.4% | -5% | 7%[10.9 µM] | 12%
CCc1ccccc1NC(=O)Cn1c(=O)n(CCc2ccccc2)c(=O)c2sc3ccccc3c21
→ -0.8% | -12% | -12%[10.9 µM] | 10µM*
O=C(Cc1cccs1)N1CCCC(c2nc3c(nnn3Cc3cccc(Cl)c3)c(=O)[nH]2)C1 (stereo unspecified)
→ 3.2% | 0% | x | -6%
CC(C)c1nnc(NC(=O)c2nc(SCc3ccc(F)cc3)ncc2Cl)s1
→ 6.2% | -3% | -11%[10.9 µM] | -20%
O=C(Nc1nc2c(F)cccc2s1)c1ccc2c(c1)OCCO2
→ u | 10µM* | -30%[10.9 µM] | 5µM*
COc1ccc(NC(=O)c2cc(-c3ccccc3O)no2)cc1
→ u | 7% | -13%[10.9 µM] | -6%
COc1cc(OC)c(C2=NOC(C(=O)Nc3cc(C)nn3-c3ccccc3)C2)cc1Cl (stereo unspecified)
→ 1.7% | 8% | -19% | 10%
COCCNCC(=O)Nc1ccccc1Sc1ccccc1
→ x | -8% | x | 11%
CCOC(=O)c1c(C)[nH]c(C)c1S(=O)(=O)N(C)CC(=O)Nc1ccc(C)c(F)c1
→ u | 0% | 18%[10.9 µM] | -17%
COCCNC(=O)c1ccc(C(=O)NCCOC)s1
→ 0.0% | 1% | -6% | 4%
CCC(C)(C)NC(=O)CN(Cc1ccc2c(c1)OCO2)C(=O)CCC(=O)Nc1ccccn1
→ 0.9% | u | -9% | 4%
O=C1c2ccccc2C(Nc2ccc3c(c2)OCO3)N1Cc1ccc2c(c1)OCO2 (stereo unspecified)
→ 0.6% | 1% | -24% | -3%
CCOC(=O)c1c(NC(=O)CSc2nnnn2C)sc(CC)c1C
→ 0.4% | 1% | 2% | -9%
Cc1c2ccccc2c(CSC(=N)N)c2ccccc12
→ u | u | -36%[inhibitor][10.9 µM] | u
Cc1ccc(CNC(=O)C(C)n2ccc3cc(S(=O)(=O)N4CCCC4)ccc32)cc1 (stereo unspecified)
→ u | -6% | -7%[10.9 µM] | -23%
COC(=O)c1[nH]c2ccc(Cl)cc2c1NC(=O)CCN1CCOCC1
→ -1.8% | 0% | -22% | 2%
O=C(Nc1ccon1)c1ccccc1Cl
→ 0.3% | -3% | 3% | 0%
COc1ccc(NC(=O)c2cccc(Cn3cc(Br)cn3)c2)cn1
→ -0.9% | -7% | -30%[inhibitor] | 15%
COC(=O)[C@H]1C[C@@H]1[C@H](NC(=O)OCc1ccccc1)c1ccccc1
→ x | -3% | -8% | 1%
Cc1nc(N2CCCC2)ncc1C(=O)NCc1cccc(Cl)c1
→ -1.6% | -2% | -8%[10.9 µM] | 6%
O=C(CCCn1c(=S)[nH]c2cc3c(cc2c1=O)OCO3)N1CCN(c2ccc(F)cc2)CC1
→ u | 14% | u | -3%
Cc1cccc(NC(=O)CSc2ccc(-c3ccco3)nn2)c1
→ x | 12% | x | 17%

(further entries)
Below each compound – IkB sig inh | p53ts 32C tox | Peg3 imprint | p53ts 39C tox
CC(=O)N(C)c1nnc(-c2ccccn2)s1
→ x | 12% | x | 4%
COC(=O)[C@@H]1C[C@H]2CC[C@H](O)C[C@H]2N1Cc1ccc(Cl)cc1
→ x | 2% | 7% | -11%
Cc1ccc(S(=O)(=O)N2CCN(C(=O)C3Cc4ccccc4CN3C(=O)c3ccco3)CC2)cc1 (stereo unspecified)
→ 0.3% | 2% | -2% | -5%
CC(Cc1ccccc1)C(=O)NCCO (stereo unspecified)
→ x | 2% | -5% | -3%
CCOc1cccc(C(=O)Nc2ccc(NC(=O)c3ccc(Br)cc3)cc2)c1
→ 2.1% | -3% | -7%[10.9 µM] | 7%
CCN(CC)c1ncnc2sc(C(=O)N3CCN(c4ccccc4)CC3)c(C)c12
→ 1.7% | -20% | -6% | 6%
O=C(NCCC1=CCCCC1)c1ccc(F)c(S(=O)(=O)N2CCOCC2)c1
→ 0.8% | 1% | -15% | 6%
